Efa HMGR inh – inhibitors of E. faecalis class II HMGR, primary screen, biochemical, Enterococcus faecalis; HMG-CoA reductase (Enterococcus faecalis, mvaE); purified E. faecalis HMGR, NADPH absorbance 340 nm kinetic; inhibition, % at 10 µM; actives 0.41% (n = 190,000);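 active = inhibition above a set limit, the median over all tested compounds plus 3 SD, cut at about 9.5% in these data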;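 also: enzyme runs in reverse so mevalonate oxidation gives rising NADPH absorbance; 0% = complete reaction with DMSO and 100% = background rate lacking mevalonate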
PMI act satM6P – human PMI activators, high substrate, primary screen, biochemical, fluorescence intensity, near-saturating mannose 6-phosphate; Mannose-6-phosphate isomerase (Homo sapiens), P34949; coupled PMI enzyme assay, resazurin fluorescence, 20 min; hits give high values; 1 = untreated enzyme, 0 = substrate-free blank; activation factor at 20 µM; actives 0.34% (n = 190,000);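 active = activation factor of 2 or more at 20 µM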
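Technique: Diaphorase-driven resazurin-to-resorufin fluorescence, excitation 544, emission 590 nm | Assay system: Human PMI in coupled enzyme assay | Times: Enzyme reaction with compound 20 min at room temperature | Medium: HEPES-buffered pH 7.4 with magnesium and detergent | Reagent: Mannose-6-phosphate 1.0 mM (near-saturating) plus 0.22 mM NADP+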
PMI act – activators of human PMI, primary screen, biochemical, fluorescence intensity, near-Km mannose 6-phosphate | activation factor at 20 µM | purified human PMI, coupled resazurin fluorescence, 20 min; hits give high values; 1 = vehicle control, 0 substrate-free wells | AID 1214, 2008 | actives 0.005% (n = 190,000);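 active = activation factor of 2 or more at 20 µM, relative to plate controls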
TNAP inh no acc – human TNAP enzyme inhibitors, primary screen, biochemical, luminescent, no phosphate acceptor, uHTS; Alkaline phosphatase, tissue-nonspecific isozyme (Homo sapiens), P05186; purified TNAP, CDP-star luminescence, 30 min; inhibition, % at 20 µM; actives 0.26% (n = 200,000); AID 1012, 2008;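 active = tissue-nonspecific alkaline phosphatase inhibition above about 50% at 20 µM in the single-dose screen, limit read from the data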;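 also: 0% = DMSO negative control and 100% = EDTA positive control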
Target sequence (P05186 whole entry, looked up): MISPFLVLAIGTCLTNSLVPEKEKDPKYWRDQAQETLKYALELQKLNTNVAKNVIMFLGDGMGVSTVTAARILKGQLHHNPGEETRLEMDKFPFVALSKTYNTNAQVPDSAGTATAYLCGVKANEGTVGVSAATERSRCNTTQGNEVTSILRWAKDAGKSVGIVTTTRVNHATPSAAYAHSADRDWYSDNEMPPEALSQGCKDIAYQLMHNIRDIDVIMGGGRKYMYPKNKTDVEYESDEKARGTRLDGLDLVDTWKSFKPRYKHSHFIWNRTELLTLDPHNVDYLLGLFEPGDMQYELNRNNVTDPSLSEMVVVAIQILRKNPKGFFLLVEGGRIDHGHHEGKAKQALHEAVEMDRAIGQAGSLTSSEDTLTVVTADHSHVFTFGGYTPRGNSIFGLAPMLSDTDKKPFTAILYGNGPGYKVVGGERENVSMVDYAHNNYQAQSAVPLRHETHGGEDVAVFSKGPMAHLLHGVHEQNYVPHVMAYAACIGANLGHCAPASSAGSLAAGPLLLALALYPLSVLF
TNAP inh hi DEA – human TNAP enzyme inhibitors, primary screen, biochemical, luminescent, high phosphate acceptor level, uHTS. purified TNAP, CDP-star luminescence, 1 M DEA. Alkaline phosphatase, tissue-nonspecific isozyme (Homo sapiens), P05186. AID 1135, 2008. inhibition, % at 20 µM. actives 0.03% (n = 200,000);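 active = over 50% inhibition of tissue-nonspecific alkaline phosphatase at 20 µM in the single-dose screen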;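 also: plate controls were DMSO wells for no effect and EDTA-quenched wells as full inhibition for full effect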
TNAP act hi DEA – TNAP activators at high phosphate acceptor level, primary screen, biochemical, luminescence, uHTS. purified TNAP, CDP-star luminescence, 1 M DEA, 30 min; hits give high values; 0 = EDTA background, 1 = DMSO-only activity. AID 1136, 2008. activation factor at 20 µM. 200,000 tested, under 10 active;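 active = activation factor at least 2 at 20 µM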
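Dosing: 20 µM single point. System: human TNAP. Amount: TNAP 1/800 final. Incubation: 30 min, room temperature. Read-out: TNAP activation factor scaled between EDTA and DMSO control wells. Signal: luminescence from CDP-star hydrolysis. Medium: 1 M DEA, pH 9.8, Mg2+, Zn2+. Control set: EDTA negative control, DMSO positive control.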
FLuc stim CS – FLuc activators, initial screening, artefact control for FLuc-dependent activation tests, biochemical, ATPlite luminescence | ATPlite luciferase biochemical, 10 min; 0 = ATP-free wells, 1 = DMSO control | activation factor at 10 µM | 200,000 tested, under 10 active | Luciferin 4-monooxygenase (Photinus pyralis), P08659;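 active = luciferase activation factor, scaled between plate controls, of at least 2 with compound at 10 µM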
Target sequence (P08659 whole entry, looked up): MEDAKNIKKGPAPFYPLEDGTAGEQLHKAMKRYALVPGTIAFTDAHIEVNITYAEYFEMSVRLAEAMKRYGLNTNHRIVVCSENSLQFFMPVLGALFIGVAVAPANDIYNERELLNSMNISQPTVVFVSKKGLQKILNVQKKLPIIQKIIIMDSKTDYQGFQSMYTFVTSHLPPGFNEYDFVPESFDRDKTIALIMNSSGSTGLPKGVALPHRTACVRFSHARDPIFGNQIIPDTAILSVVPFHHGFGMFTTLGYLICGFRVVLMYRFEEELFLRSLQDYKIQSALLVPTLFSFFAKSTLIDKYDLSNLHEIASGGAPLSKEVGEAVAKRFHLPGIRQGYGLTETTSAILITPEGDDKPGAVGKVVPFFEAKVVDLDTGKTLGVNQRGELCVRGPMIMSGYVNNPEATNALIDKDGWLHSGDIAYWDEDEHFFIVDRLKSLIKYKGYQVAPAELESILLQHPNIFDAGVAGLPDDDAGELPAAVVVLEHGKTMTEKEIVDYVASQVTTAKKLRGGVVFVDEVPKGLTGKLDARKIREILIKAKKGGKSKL
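Assay system: Luciferase/luciferin detection reagent, cell-free biochemical luciferase assay / Read-out: luciferase activation / Benchmarks: No-ATP low control, compound-free enzyme-plus-ATP high control / Medium: PBS buffer for ATP / Detection: luminescence measurement of luciferase light output / Schedule: 10 min at ambient temperature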
Diaph act CS – compounds boosting diaphorase resazurin reduction – biochemical, uHTS, resorufin fluorescence, counter-screen for diaphorase-coupled primary assays, primary screen | activation factor at 20 µM | AID 1229, 2008 | actives 0.005% (n = 190,000) | Diaphorase/resazurin coupled assay, 16 min; hits give high values; 1 = vehicle wells, 0 = NADH-free wells;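 active = diaphorase activity raised at least twofold by the compound at 20 µM; inactive = activation factor below 2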
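Material: purified diaphorase enzyme from Clostridium kluyveri; Also added: 0.114 mM NADH and 0.1 mM resazurin, final amounts; Doses: single compound dose of 20 µM, 1% DMSO final; Times: 16 min enzyme reaction, ambient temperature; Detection: resorufin fluorescence, excitation 544 nm, emission 590 nm; Measure: increased resorufin signal from activators or reducing compounds.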
Diaphorase inh – diaphorase inhibitors and chemical oxidizers, primary screen, counter-screen for diaphorase-coupled primary assays, biochemical, uHTS, resorufin fluorescence | diaphorase resazurin-to-resorufin fluorescence, NADH, 16 min; bacterial (C. kluyveri) enzyme, not human | inhibition, % at 20 µM | actives 0.69% (n = 190,000) | AID 1217, 2008;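 active = primary screen inhibition at 20 µM above a set limit, cut at about 50% in these data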;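 also: plate controls were DMSO with full reaction for no effect and wells lacking NADH for full effect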
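Test system: Clostridium kluyveri diaphorase enzyme / Quantity: diaphorase at 0.14 U/mL in enzyme working solution / Incubation: 16-min room-temperature incubation before reading / Benchmarks: NADH-free wells as positive control, DMSO-only neutral wells / Signal: resorufin fluorescence 544/590 nm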
G6PDH counter – L. mesenteroides G6PDH inhibitors, counter-screen for G6PDH-coupled screening assays, biochemical, Leuconostoc mesenteroides enzyme. Purified L. mesenteroides G6PDH, diaphorase/resazurin coupled fluorescence, 45 min. actives 0.12% (n = 200,000). AID 1020, 2008. inhibition, % at 5 µM; in the data active = inhibition above about 50%
* marks the source's active call; other numbers are inactive results; x = no result given.

SMILES	Efa HMGR inh	PMI act satM6P	PMI act	TNAP inh no acc	TNAP inh hi DEA	TNAP act hi DEA	FLuc stim CS	Diaph act CS	Diaphorase inh	G6PDH counter
C=CCSc1nnc(-c2ccc([N+](=O)[O-])cc2)o1	-4	1	1	-14	-7	1.1	0.9	0.9	11	4
CCn1c(SCC(=O)N2CCCC(C)C2)nnc1-c1ccc(S(=O)(=O)N2CCN(C)CC2)cc1 (stereo not drawn)	-3	1	0.9	-9	-4	1	1	1	3	6
CC(C)(CO)CNC(=O)CCc1nnc(Cc2ccc(-c3ccccc3)cc2)o1	-3	1	1	-11	-5	1.1	1	0.9	6	5
O=c1cc2c(nn1Cc1ccc(Cl)cc1)-c1ccccc1CC2	-1	1	0.9	-10	-4	1	1	0.9	10	3
O=C(/C=C/c1ccccc1)N1CCN(S(=O)(=O)c2ccc(F)cc2)CC1	-4	1	1.2	-4	-3	1	1.1	1	2	-2
CCn1c(=O)cc(OCC(=O)N2CCN(c3cccc(C(F)(F)F)c3)CC2)c2ccccc21	3	0.8	0.8	2	0	1	1	0.8	22	4
COc1ccc2oc(C)c(NC(C)=O)c2c1	-1	1	1	-8	-2	1	1.1	0.8	17	3
Cc1ccc2oc(=O)c3cnn(CC(=O)NC4CCC(C)CC4)c3c2c1 (stereo not drawn)	-6	1	1	-25	-4	1	1.1	0.8	19	0
CC(C)(C)NC(=O)C(c1ccncc1)N(C(=O)c1csnn1)C1CC1 (stereo not drawn)	-3	1	1	-7	-4	1	1	0.9	7	18
Cc1cccc(NC(=O)CSc2nnc(CCCCCNC(=O)OC(C)(C)C)o2)c1C	-4	1	1	-15	-10	1.1	1	1.1	-9	4
O=C(CSc1nnnn1-c1cccc(Cl)c1)Nc1ccc2c(c1)CCC2	-5	1	1	-6	4	1	1	1	-2	-9
O=C(NCc1ccccc1)C1(c2ccccc2)CCN(S(=O)(=O)c2ccccc2)CC1	0	1	0.9	-8	-1	1	1.1	0.9	12	8
Cc1ccccc1OC(C)C(=O)NCc1cccnc1 (stereo not drawn)	-2	1.1	1.1	-6	-4	1	1	1.3	-26	14
C=CCNC(=O)CC(=O)N/N=C/c1ccccc1F	-3	1	1	-5	0	1	1	1	0	13
CC(C)N(Cc1ccccc1)C(=S)NCc1ccccc1	-9	1.1	1	-18	-7	1.1	1.1	1	0	1
CCN(CC)S(=O)(=O)c1cccc(NC(=O)Nc2cccc(C(F)(F)F)c2)c1	-1	1	1	-30	-4	1	1	1	1	-2
Cc1ccc(CCNC(=O)CNC(=S)N(Cc2ccccc2)Cc2cccnc2)cc1	1	1	1	-21	-8	1.1	1	0.9	13	-2
O=C(Cc1cccs1)Nc1nc2c(ccc3ccccc32)s1	-1	0.9	0.9	-13	-7	1.1	1	0.9	14	19
O=C(c1cc2c(=O)n3ccccc3nc2s1)N1CCN(Cc2ccc3c(c2)OCO3)CC1	-2	0.8	0.9	-5	-5	1	1.1	0.8	18	11
COc1ccc(CN(CC(=O)NCc2ccco2)C(=O)CCC(=O)Nc2nccs2)cc1	4	1.1	1.1	-7	-2	1	1.1	0.9	6	5
CCn1c(SCC(=O)N/N=C/c2ccc(C)o2)nnc1-c1ccccc1	-16	1	1	-30	-8	1.1	1	1	-2	12
Cc1cc(C(=O)NNC(=S)NCC2CCCO2)cs1 (stereo not drawn)	-9	1.1	1	-184	-5	1.1	1	1	2	4
O=C(N/N=C1\CCCCc2ccccc21)c1ccccn1	-8	1.1	1.1	-4	-4	1	0.8	0.9	9	9
Cc1ccc(NC(=O)c2nc3nccc(C)n3n2)c(C)c1	-6	1	1.1	-1	0	1	0.9	1	-4	4
Cc1ccc(/C=C/C(=O)Nc2sc(C)c(C)c2C(=O)OC(C)C)o1	-1	1.1	1	-11	0	1	1	1	0	0

Reprinted at random: 4 entries already listed.
SMILES	Efa HMGR inh	PMI act satM6P	PMI act	TNAP inh no acc	TNAP inh hi DEA	TNAP act hi DEA	FLuc stim CS	Diaph act CS	Diaphorase inh	G6PDH counter
C=CCSc1nnc(-c2ccc([N+](=O)[O-])cc2)o1	-4	1	1	-14	-7	1.1	0.9	0.9	11	4
Cc1cccc(NC(=O)CSc2nnc(CCCCCNC(=O)OC(C)(C)C)o2)c1C	-4	1	1	-15	-10	1.1	1	1.1	-9	4
O=C(NCc1ccccc1)C1(c2ccccc2)CCN(S(=O)(=O)c2ccccc2)CC1	0	1	0.9	-8	-1	1	1.1	0.9	12	8
Cc1ccc(NC(=O)c2nc3nccc(C)n3n2)c(C)c1	-6	1	1.1	-1	0	1	0.9	1	-4	4

The list continues:
SMILES	Efa HMGR inh	PMI act satM6P	PMI act	TNAP inh no acc	TNAP inh hi DEA	TNAP act hi DEA	FLuc stim CS	Diaph act CS	Diaphorase inh	G6PDH counter
CCOc1ccc(N(C(=O)c2cnsn2)C(C(=O)NC2CCCCC2)c2ccncc2)cc1 (stereo not drawn)	-1	0.7	0.8	-17	-1	1	1.1	0.8	25	1
CC(=O)Nc1cc(S(=O)(=O)Nc2ccccc2)c(C)cc1C	-5	0.9	0.9	-5	0	1	1	0.9	12	8
Cc1ccc(N(C(=O)Cn2nnc(-c3ccc(F)cc3)n2)C(CC(C)C)C(=O)NCC2CCCO2)cc1 (stereo not drawn)	-1	0.9	0.8	-5	-3	1	1.1	0.8	21	0
O=C(NCc1ccco1)C(c1ccc(F)cc1)N(C(=O)Cc1cccs1)c1cccnc1 (stereo not drawn)	-4	0.9	0.9	-4	0	1	1	0.9	11	10
O=C(CSc1nc2ccccc2o1)N1c2ccccc2Sc2ccc(C(F)(F)F)cc21	-5	0.9	0.8	-12	2	1	1	0.8	16	2
CC1CCCC(C)N1C(=O)CSc1nc2ccccc2c(=O)[nH]1 (stereo not drawn)	1	0.9	0.9	1	-1	1	1	0.8	17	3
COc1cccc2c(=O)n(CC(=O)N3CCc4ccccc43)ccc12	2	0.9	0.9	-19	-5	1.1	1.1	0.8	21	-39
CCOCCCNC(=O)c1cc2c(=O)n3cccc(C)c3nc2n1C	x	0.9	0.8	-20	-6	1.1	1.1	0.9	14	-18
O=C(CN1C(=O)CCS(=O)(=O)c2ccccc21)NCc1ccc(F)cc1	0	1	1	-4	-3	1	1	1	2	4
COc1ccc(OC)c(NC(=O)CS(=O)(=O)c2ccccc2)c1	1	0.9	0.9	-8	-1	1	1	0.9	8	2
O=C(COC(=O)CC1CCCC1)Nc1cc2c(cc1Cl)C(=O)c1ccccc1C2=O	-2	1.5	1.4	30	0	1	1	0.9	10	17
CC(c1ccccc1)C1CC(=O)N(c2ccc(C(=O)O)cc2)C1=O (stereo not drawn)	-1	1	0.9	-5	-1	1	1	0.9	6	4
CCOC(=O)c1c(C)n(-c2ccccc2)c2ccc(O)cc12	6	x	x	-8	-7	1.1	1	x	x	12
CSc1cccc(NC(=O)CN(c2ccc(C)cc2C)S(C)(=O)=O)c1	2	1	1	-11	-6	1.1	1.1	0.8	18	11
CC(=O)N1N=C(c2ccccc2)CC1c1cn(C)c2ccccc12 (stereo not drawn)	-2	0.9	0.9	-8	-6	1.1	1	0.8	18	0
CCOC(=O)c1ccc(S(=O)(=O)N2CCN(C(=O)CSc3nc4ccccc4o3)CC2)cc1	-1	0.8	0.8	-3	-3	1	1.1	0.8	22	-8
CN(C)S(=O)(=O)c1cccc(N2C(=O)CC3(CCCCC3)CC2=O)c1	-4	1	1	-17	-2	1	1.1	1	0	5
CCn1nc(CC(=O)Nc2nnc(CC(=O)N3CCCC3)s2)c2ccccc2c1=O	-2	1.1	0.5	1	-7	1.1	1.1	1.1	-6	6
Cc1ccccc1OCC(=O)N/N=C/c1ccncc1	1	1.1	1	5	0	1	0.9	1	-2	10
Cc1noc(/C=C/N(C)C)c1S(=O)(=O)N1CCC(C(=O)O)CC1	-1	0.9	0.9	-7	-5	1.1	1	0.9	12	3
Cc1ccc(N2CCN(C(=O)c3ccccc3NC(=O)C3CC=CCC3C(=O)O)CC2)cc1 (stereo not drawn)	1	1	0.9	-17	-4	1	1	0.8	21	10
CC(=O)c1cccc(NC(=O)c2csc(-n3nc(C)cc3C(F)(F)F)n2)c1	-8	1	1	-5	0	1	1.1	0.9	12	-8
O=C1CCN(Cc2nnnn2CC2CCCO2)c2ccccc2N1 (stereo not drawn)	2	1.1	1	-14	-6	1.1	1	1	-4	-1
O=C1CCCC2=C1C(O)(C(F)(F)F)C(=O)N2Cc1ccccc1 (stereo not drawn)	-6	0.9	1.1	-10	-4	1	1.1	0.9	8	7
Cc1nc2c(C(=O)NCc3ccccc3Cl)c[nH]n2c(=O)c1Cl	x	1	1	-1	-4	1	1.1	0.8	15	-11
O=C1CSC(c2ccc(Cl)cc2)N1Nc1nc(N2CCOCC2)nc(N2CCOCC2)n1 (stereo not drawn)	1	1.1	1	-3	-4	1	1.1	1	-1	8
COc1ccc(C(=O)Oc2cc(/C=N/NC(N)=S)ccc2OC)cc1	-2	1	0.9	3	9	0.9	1	0.8	21	2
O=C(Nc1ccc(S(=O)(=O)Nc2ccccc2)cc1)c1ccc(CN2CCOCC2)cc1	4	1	0.9	3	0	1	1	0.8	23	12
COc1ccccc1-c1cc(C(F)(F)F)nc(S(C)(=O)=O)n1	-4	1.1	1	-8	-2	1	1	1	-1	2
NC(=O)NC(=O)COC(=O)CCCCCNS(=O)(=O)c1ccc2c(c1)OCCO2	-4	1	0.9	-10	-1	1	1	1	4	1

Bioassay records deposited in PubChem BioAssay by several laboratories.
